Assay outcomes as filed in PubChem BioAssay.
EPAC1 antag: EPAC1 (human) antagonism; O95398; 0.14% of 360,000 active; EPAC1 GEF assay, Rap1b-BODIPY-GDP exchange fluorescence; Potency, µM (titrated, usually from 115 µM), for the others: top-dose activity change, negative = inhibition, usual class: inhibitors; AID 720709;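 also: potency is read from the fitted curve at half-maximal effect; plate controls were vehicle for no effect and positive control for full effect; nearly all actives have a fitted effect of over 50% in size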
EPAC1 ag: EPAC1 (human) agonism. O95398. EPAC1 agonist qHTS, biochemical assay; response scale: 100% = response to 6.5 mM cAMP. Potency, µM (titrated, usually from 154 µM), for inactives: at the highest dose activation, hits mostly activators. 0.073% of 360,000 active; also: potency is read from the fitted curve at half-maximal effect; nearly all actives have a fitted effect of over 60% in size
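Fluorescent GDP-exchange assay: 100 nM EPAC1 with 250 nM Rap1B preloaded with BODIPY-GDP and 50 uM GDP; compounds tested as concentration series, 5 min at room temperature, then read every 5 min for 30 min (ex 480/em 540 nm); normalized to 6.5 mM cAMP.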
Abeta rescue: restores growth of yeast expressing A-beta42 peptide | yeast expressing A-beta42, growth rescue, OD600, 48 h; response scale: 0% DMSO, 100% iron-clioquinol control | 0.063% of 410,000 active | Potency, µM (series often up to 46.1 µM), inactives show top-dose growth rescue, actives largely listed as activators; also: potency is read from the fitted curve at half-maximal effect; nearly all actives have a fitted effect of over 55% in size
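Yeast A-beta toxicity model in growth medium with pinned compounds, 48 h at 30 C; growth read as absorbance at 600 nm. Normalized to FeCl3/clioquinol equimolar mix (positive) and DMSO (negative).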
aSyn yeast inh: inhibitors of alpha-synuclein toxicity in yeast; Yeast expressing alpha-synuclein, growth rescue, BacTiter-Glo, 24 h; Potency, µM (highest dose often 46.1 µM), inactives show at the highest dose growth rescue (activation), most hits filed as activators; 0.14% of 370,000 active; also: potency is read from the fitted curve at half-maximal effect; % of control where 0% means no effect; nearly all actives have a fitted effect of over 65% in size
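Rescue of yeast growth: cells expressing toxic alpha-synuclein, induced in galactose at OD600 0.02, incubated with compound 24 h at 30 C. ATP luminescence quantified growth; inhibitors of toxicity appear as activators.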
PI5P4Ka inh: inhibitors of human PI5P4K alpha; P48426; PI5P4Kalpha enzyme, ADP-Glo luminescence, 60 min; active compounds read low; max response, %; 1.2% of 330,000 active; active = max response of -50% or lower; inconclusive = between -30% and -50%; inactive = -30% or higher; also: value at the top dose of about 77 µM; % is scaled to controls: 0 for no effect and ±100 for the full control effect
Target sequence (P48426 whole entry, looked up): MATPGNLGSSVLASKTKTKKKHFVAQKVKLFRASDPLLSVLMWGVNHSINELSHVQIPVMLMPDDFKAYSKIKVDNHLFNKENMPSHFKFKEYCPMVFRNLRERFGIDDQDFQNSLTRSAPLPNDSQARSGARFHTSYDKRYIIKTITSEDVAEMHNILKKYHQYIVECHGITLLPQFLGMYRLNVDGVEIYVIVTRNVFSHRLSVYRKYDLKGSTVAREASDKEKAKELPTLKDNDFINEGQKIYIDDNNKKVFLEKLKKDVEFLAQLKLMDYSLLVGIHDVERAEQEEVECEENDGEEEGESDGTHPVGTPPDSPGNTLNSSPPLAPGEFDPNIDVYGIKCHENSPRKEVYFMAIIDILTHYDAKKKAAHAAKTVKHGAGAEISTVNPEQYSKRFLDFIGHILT
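Luminescence from ADP-Glo served as readout of PI5P4Kalpha activity in a qHTS format. Reaction: enzyme, substrate, compound, ATP at 5 microM final, 60 min at RT.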
IL-2 act: activates IL-2 in a cell-based reporter assay. AID 652025. IL-2 activation reporter assay, cell-based qHTS; stimulated with anti-CD3/CD4/CD28 beads; in transgenic mouse T cells. 0.065% of 360,000 active. activation, % (series mostly up to about 46 µM); in the data active = activation above about 50%; inconclusive = mostly about 30% to 49%; also: 0% is about no effect
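EGFP and DsRed fluorescence is measured by plate cytometry in unstimulated transgenic mouse T cells exposed to compound for 60 minutes, then stimulated 18 hours at 37 degrees C with anti-CD3/anti-CD4 beads plus anti-CD28.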
PLK1 PBD block: blocks phosphopeptide binding to human PLK1 polo-box domain | P53350 | Plk1 PBD binding of FITC phosphopeptide, fluorescence polarization | Potency, µM, for the others: max response, negative = inhibition, hits mostly inhibitors | 2.8% of 360,000 active; also: potency is read from the fitted curve at half-maximal effect; series mostly up to about 57 µM; % is scaled to controls: 0 for no effect and ±100 for the full control effect; nearly all actives have a fitted effect of over 65% in size
Target sequence (P53350 whole entry, looked up, the tested form may be a part): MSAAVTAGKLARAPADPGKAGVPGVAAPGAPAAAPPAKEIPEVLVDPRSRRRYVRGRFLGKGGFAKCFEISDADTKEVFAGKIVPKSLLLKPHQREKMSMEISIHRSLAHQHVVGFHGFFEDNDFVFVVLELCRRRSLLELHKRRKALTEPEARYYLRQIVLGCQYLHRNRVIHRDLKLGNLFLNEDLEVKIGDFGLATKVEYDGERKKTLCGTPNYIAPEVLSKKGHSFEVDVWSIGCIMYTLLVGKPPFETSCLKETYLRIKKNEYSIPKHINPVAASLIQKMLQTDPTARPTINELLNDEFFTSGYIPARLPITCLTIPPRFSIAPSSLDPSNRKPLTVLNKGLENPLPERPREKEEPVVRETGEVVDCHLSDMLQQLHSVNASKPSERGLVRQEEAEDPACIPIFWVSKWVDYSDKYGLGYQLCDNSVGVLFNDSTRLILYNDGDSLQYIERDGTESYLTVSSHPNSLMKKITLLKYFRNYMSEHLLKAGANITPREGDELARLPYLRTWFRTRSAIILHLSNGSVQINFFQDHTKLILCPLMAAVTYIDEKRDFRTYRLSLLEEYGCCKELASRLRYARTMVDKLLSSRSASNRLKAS
FUS yeast rescue: rescues growth of FUS-expressing yeast. S. cerevisiae FUS-expressing, growth rescue, OD600, 24 h. Potency, µM (highest dose often 76.6 µM), without a hit: top-dose growth rescue (activation), actives largely listed as activators. 0.24% of 390,000 active. AID 1347120;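 also: potency is read from the fitted curve at half-maximal effect; plate controls were DMSO vehicle for no effect and reference control for full effect; nearly all actives have a fitted effect of over 55% in size; some results filed as inactive show a strong effect at the top dose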
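Yeast FUS proteinopathy model; galactose-induced FUS (2%), starting OD 0.005. Cpds in dilution series, 24hr, 30C, 99% humidity. Abs 600 nm growth. Pos ctrl CP55940 (top 92uM final); neg ctrl DMSO.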
WRN helicase inh: inhibitors of human WRN helicase; WRN helicase unwinding, fluorescent forked duplex, kinetic; AID 651768; Potency, µM (highest dose often 114 µM), inactives show at the top dose activity change, negative = inhibition, usual class: inhibitors; 0.46% of 360,000 active; also: potency is read from the fitted curve at half-maximal effect; % is scaled to controls: 0 for no effect and ±100 for the full control effect; nearly all actives have a fitted effect of over 55% in size
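WRN at 20 nM final preincubated with compound 15 min at room temperature; reaction started with 100 nM fluorophore/quencher forked duplex oligonucleotide and 2 mM ATP final. Unwinding followed kinetically by red fluorescence (ex 525, em 598 nm).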
The depositor's hits bear a star; u = inconclusive; x = no result given; [ ] = remark or other dose. Unless noted, calls follow the shape of the dose curve; as a rule, active = well fitted curve in the direction sought with a large enough effect; inconclusive = small, poorly fitted or top-dose-only effect, or another doubt; inactive = no such curve, though single readings can be large; an effect the other way counts as inactive or inconclusive.

Compound | EPAC1 antag | EPAC1 ag | Abeta rescue | aSyn yeast inh | PI5P4Ka inh | IL-2 act | PLK1 PBD block | FUS yeast rescue | WRN helicase inh
COc1ccc(C)cc1NC(=O)CNC(c1ccccc1)c1ccccc1 | -7% | -7% | 20% | 14% | 2 | 1.3 | 6% | -33% | -5%
Cc1nnc(SCCn2c(N3CCC(C)CC3)nc3c2c(=O)n(C)c(=O)n3C)s1 | -1% | 4% | -9% | 4% | x | -0.6 | -13% | 10% | -9%
O=C(NCCc1ccccc1)c1ccc(-c2ccccc2C(F)(F)F)o1 | -28% | -20% | -5% | -4% | -30 | -0.6 | -17% | 25% | -12%
NC(N)=NC1=NC(=O)C(Cc2ccccc2Cl)S1 (stereo not drawn) | 4% | -2% | -1% | -4% | 1 | 2.8 | -23% | 16% | -27%
CC(CCc1ccccc1)NC(=O)COc1ccc(S(=O)(=O)N2CCOCC2)cc1[N+](=O)[O-] (stereo not drawn) | -16% | -2% | 10% | 7% | 8 | 0.0 | -5% | x | -3%
C=CCn1c(O)c(N=NC(=O)CNC(=O)/C=C/c2ccc(OC)cc2)c2ccccc21 | u | 12% | -19% | -4% | 2 | 0.0 | -22% | 18% | -7%
CC(C)(C)N(Cc1ccccc1)C(=O)CSc1nc2ccccc2c(=O)[nH]1 | -1% | 9% | -8% | 0% | x | -1.5 | -11% | 18% | 2%
CCc1nnc(NC(=O)CC(CN(C)S(=O)(=O)c2ccccc2)c2ccccc2)s1 (stereo not drawn) | -5% | 4% | -7% | -12% | -13 | -3.0 | -16% | 9% | -7%
O=C1c2ccccc2C(=O)N1n1c(=O)[nH]c2ccccc2c1=O | 9% | -1% | 23% | 0% | x | -1.6 | -2% | 3% | 3%
CCN(C(=O)COC(=O)c1ccccc1NCCO)c1cccc2ccccc12 | u | 10% | 5% | u | -2 | -0.6 | -12% | 43% | -10%
CCc1ccc(C(=O)Nn2cnc3ccccc3c2=O)cc1 | -17% | 7% | -3% | -2% | 3 | -0.1 | -8% | 13% | -3%
COC(=O)CSc1nnc(-c2cccnc2)n1C | -22% | 5% | -12% | -2% | 1 | 0.0 | -11% | 14% | -2%
Cc1ccc(NC(=O)CSc2nnc(-c3ccncc3)o2)cc1 | 1% | 10% | 3% | 12% | x | -2.1 | -12% | -4% | 8%
COc1cc(S(=O)(=O)NCC2(N3CCCCC3)CCCCC2)ccc1NC(C)=O | -10% | 4% | 2% | -3% | 2 | -1.8 | -2% | -5% | 1%
Cc1noc(C)c1S(=O)(=O)N1CCCC(C(=O)N2CCC(C)CC2)C1 (stereo not drawn) | 14% | -1% | 8% | 4% | -1 | -1.8 | 1% | 1% | 4%
CCCCC12CN3CC(C)(CN(C1)C3c1ccc([N+](=O)[O-])o1)C2=O (stereo not drawn) | -7% | 3% | 9% | -4% | -1 | 1.0 | -12% | 12% | -4%
Cc1ccc(NC(=O)c2ccccc2)cc1OC(=O)c1ccccc1 | -18% | 28% | -2% | 1% | x | -1.8 | -9% | 25% | -16%
C[C@H](NC(=O)C1CC(=O)N(c2ccc3c(c2)OCO3)C1)C(=O)NCc1ccco1 (stereo partly drawn) | 18% | 7% | 12% | 0% | 1 | -3.1 | 3% | 0% | -1%
Cc1ccc(N(CC(=O)NC2CCCCCC2)S(=O)(=O)c2c(C)nn(C)c2C)cc1 | -3% | -1% | 24% | 1% | x | 0.5 | -1% | 30% | 0%
Cc1cc(-c2ccc(Cl)cc2)c2cnn(C(C)C)c2n1 | -2% | 4% | 13% | 2% | 25 | 2.0 | 3% | 5% | -5%
Cc1ccc2oc(Nc3nc(C)c(C)c(C)n3)nc2c1 | 7% | -1% | 2% | -5% | 0 | 0.7 | -5% | 0% | -7%
CN(Cc1ccc(N(C)C)cc1)C(=O)c1cc2ccccc2o1 | -7% | 5% | 8% | 0% | -7 | -2.3 | -8% | -10% | -9%
COc1ccc(NC(=O)c2nn(C)c3c2CS(=O)(=O)c2ccccc2-3)cc1 | 20% | 13% | -12% | -3% | -3 | -3.2 | -14% | 19% | -1%
C=CC[C@@H](CC(=O)N[C@H](CO)Cc1ccccc1)C(=O)N[C@@H](COC(=O)[C@@H](CC=C)Cc1ccc(F)cc1)Cc1c[nH]c2ccccc12 | -18% | -16% | 3% | 6% | 6 | -2.5 | 8% | u | -2%
Cc1ccc(C2CN=NC23CCc2ccccc2C3=O)cc1 (stereo not drawn) | 3% | 3% | -11% | 0% | -2 | -1.6 | u | u | 4%

An excerpt from above, limited to Abeta rescue and FUS yeast rescue:
structure	Abeta rescue	FUS yeast rescue
Cc1ccc(N(CC(=O)NC2CCCCCC2)S(=O)(=O)c2c(C)nn(C)c2C)cc1	24%	30%
Cc1cc(-c2ccc(Cl)cc2)c2cnn(C(C)C)c2n1	13%	5%
Cc1ccc2oc(Nc3nc(C)c(C)c(C)n3)nc2c1	2%	0%

Carrying on:
Compound | EPAC1 antag | EPAC1 ag | Abeta rescue | aSyn yeast inh | PI5P4Ka inh | IL-2 act | PLK1 PBD block | FUS yeast rescue | WRN helicase inh
CN1CCN(Cc2nc3ccccc3c(=O)n2Cc2nc(-c3ccc([N+](=O)[O-])cc3)cs2)CC1 | -6% | -9% | -1% | -6% | -2 | -3.1 | 30µM* | 28% | -22%[57.1 µM]
CSc1ncc(Cl)c(C(=O)Nc2cccnc2)n1 | 9% | -6% | 0% | 7% | 3 | 0.8 | 1% | 11% | 0%
CN1N=C2c3ccccc3CCC2C1c1ccc(F)cc1 (stereo not drawn) | 6% | -2% | -21% | 4% | 3 | 2.0 | 4% | 6% | 3%
CCN1CCN(P2(=O)C=C(c3ccccc3)OC(c3ccccc3)=C2)CC1 | -1% | 9% | 10% | -4% | x | -1.5 | -8% | -12% | -2%
COc1cccc(N(CC(=O)NC2CCCC2)C(=O)CCC(=O)Nc2cc(C)on2)c1 | -20% | -1% | 6% | -1% | 0 | -2.1 | 3% | 10% | 5%
Cc1ccc(C)c(NC(=S)NNC(=O)c2csc(C)c2)c1 | -7% | -8% | 27% | -6% | -4 | -0.1 | -9% | x | 0%
COc1ccc(C(Nc2ccc(S(=O)(=O)NCC3CCCO3)cc2)C(=O)NC(C)(C)C)cc1OC (stereo not drawn) | 10% | -15% | -30% | 3% | -8 | -1.3 | -7% | 14% | -20%
OC(COc1ccc2c(c1)OCO2)CN1CCc2ccccc2C1 (stereo not drawn) | 0% | 2% | 5% | -7% | x | 2.2 | -1% | -6% | -4%
Cc1ccc(C(=O)NCCNc2ncc(C(F)(F)F)cc2Cl)cc1[N+](=O)[O-] | -9% | -3% | 9% | 2% | 14 | -0.6 | -6% | 16% | -2%
COC(=O)c1cc(=O)n(Cc2ccc(F)cc2)c(=Nc2ccccc2)s1 | -28% | 7% | 11% | -1% | 4 | 1.3 | -17% | 1% | -9%
CC(C)(C)c1ccc(S(=O)(=O)NCCc2ccncc2)cc1 | 2% | 2% | 10% | 1% | 1 | -0.5 | -5% | -7% | -1%
c1ccc2c(c1)[nH]c1c(N3CCOCC3)ncnc12 | -1% | -3% | -6% | -9% | x | -0.9 | 1% | -2% | -9%
CC(=O)NC(C)(c1ccccc1)c1nc(/C=C/c2ccccc2)cs1 (stereo not drawn) | -9% | -2% | -17% | -21% | -4 | -0.9 | -9% | u | 0%
CCc1noc(C)c1C(=O)N(C)CC(=O)Nc1ccccc1Br | 10% | -5% | 1% | -5% | 4 | -0.3 | -3% | 2% | 4%
COc1ccccc1-c1cn[nH]c(=S)n1 | -4% | -1% | -1% | -3% | -70* | -2.2 | u | 19% | -1%
COC(=O)c1ccc(NC(=O)Nc2ccc(OC)cc2)cc1 | 9% | -1% | -12% | 2% | -1 | -2.2 | -2% | 9% | -2%
Cc1cc(=O)oc2cc(OCC(=O)OCC(=O)N(C)C3CCS(=O)(=O)C3)ccc12 (stereo not drawn) | 8% | -1% | -3% | 2% | 0 | -1.6 | 3% | 4% | 0%
COc1ccc2nc(N3CCCC(C(=O)NCCc4ccc(OC)c(OC)c4)C3)sc2c1 (stereo not drawn) | -1% | 9% | 2% | 5% | 4 | -1.1 | 1% | -2% | -4%
COc1ccc(Br)cc1C(=O)Nc1cccc(C)c1 | 9% | 2% | 17% | 4% | 15 | 1.1 | -10% | 0% | 0%
CCC(C)[C@H](NC(=O)N1CCN(C)CC1)C(=O)OC (stereo partly drawn) | -14% | -9% | 15% | 0% | 2 | -0.3 | 0% | x | -3%
COC(=O)c1ccc(CN2CCC(Oc3ccc(C(=O)N4CCCCC4)cc3)CC2)cc1 | -2% | -10% | 0% | 7% | -4 | -3.2 | -3% | -7% | -14%
CCOC(=O)C1CN(S(=O)(=O)c2ccc(C)cc2)c2ccccc2O1 (stereo not drawn) | -27% | 2% | -20% | 1% | 6 | -1.7 | -6% | -2% | -7%
COc1cccc(NC(=S)N(CCc2c(C)[nH]c3ccccc23)Cc2ccco2)c1 | -8% | 4% | 3% | 13% | -4 | -4.9 | -2% | 26% | -10%
CC(=O)N1CCN(C(=O)c2cccc(S(=O)(=O)N3CCN(c4ccccc4)CC3)c2)CC1 | -5% | -3% | 6% | 8% | 0 | -0.6 | 3% | 8% | -4%
CC1(C)CC(=O)C2=C(C1)Nc1[nH]c(=S)[nH]c(=O)c1C2c1ccccc1 (stereo not drawn) | 17% | -5% | -12% | -20% | -57* | -0.1 | u | u | -8%
O=C(CN1CCN(c2ccc(F)cc2)CC1)N1N=CCC1c1ccccc1 (stereo not drawn) | 3% | 4% | -4% | 11% | x | -0.6 | -8% | -6% | -5%
CC1(C)CC(NC(=O)Nc2ccc([N+](=O)[O-])cc2)CC(C)(C)N1 | -9% | 3% | -11% | 6% | -8 | 0.0 | -19% | 4% | 4%
CCOc1ccc2[nH]c(=O)c(C(c3nnnn3C3CCCCC3)N3CCN(CC)CC3)cc2c1 (stereo not drawn) | 0% | -3% | 8% | 4% | x | 0.8 | -1% | 15% | 9%
CC(C)c1ccc(OCC(=O)NNC(=S)NC(=O)c2cccs2)c(Br)c1 | -12% | -19% | -3% | 11% | -16 | -0.7 | u | 10% | -18%
Cc1ccc(S(=O)(=O)NCC(=O)OCCOc2ccccc2F)cc1 | -10% | -8% | 8% | 28% | -2 | 0.6 | -2% | 9% | 3%
